Screening results: PubChem BioAssay, National Center for Advancing Translational Sciences (NCATS)
TexasRed fluor: counter-screen for TRb-SRC2 inhibitors: fluorescence interference. TRb/SRC2 Texas Red total fluorescence interference. Potency, µM (titrated, usually from 106 µM), for the others: top-dose fluorescence change, negative = quenching. hit rate 0.29% among 280,000; active means well fitted curve in either direction with a large enough effect; inconclusive means small, poorly fitted or top-dose-only effect; further: on the % scale 0 is the no-effect control and ±100 the full control effect
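Human TRβ ligand-binding domain (0.6 uM) and Texas Red SRC2 peptide (20 nM) in Tris buffer with 1 uM T3 and 5% DMSO were incubated with pinned compound for 5 hr at ambient temperature. Total fluorescence was computed as S + 2P (555/632 nm).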
RGS12 GoLoco inh: RGS12 GoLoco-Gai1 interaction inhibition; P63096; Gai1:RGS12 GoLoco peptide FP, rhodamine, 10 min; Potency, µM (top dose mostly 61.6 µM), for the others: top-dose activity, negative = inhibition, usual class: inhibitors; hit rate 0.44% among 230,000; AID 880; active means well fitted inhibition curve with a large enough effect, not every such curve was filed as active; inactive means no such curve, though single readings can be large or run the other way; further: on the % scale 0 is the no-effect control and ±100 the full control effect; nearly all actives have a fitted effect of over 30% in size; many of its hits are not listed in these tables
SMN2 splice enh: increases expression of the SMN2 splice variant; hit rate 2.8% among 210,000; Potency, µM (titrated, usually from 46.1 µM), for the others: top-dose activity change, positive = activation, hits mostly activators; HEK293 SMN2-luciferase splicing reporter, luminescence, 30-36 h; further: % of control where 0% means no effect; nearly all actives have a fitted effect of over 55% in size
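HEK293 cells carry an SMN2 […]–luciferase reporter in which exon 7 inclusion puts luciferase in frame. Cells were plated 10-12 h before compound addition, then incubated 30-36 h at 37C. ONE-Glo luminescence was read; sodium butyrate at 4.5 mM final served as control.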
TRb-SRC2 inh: disrupts binding of human TR beta to SRC2; P10828; Potency, µM (titrated, usually from 106 µM), for the others: top-dose activity change, negative = inhibition, actives largely listed as inhibitors; AID 1469; hit rate 0.065% among 280,000; TRbeta-SRC2 peptide binding, fluorescence polarization; receptor liganded with 1 µM T3;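 further: plate controls were bound peptide for no effect and peptide without receptor for full effect; nearly all actives have a fitted effect of over 50% in size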
Target sequence (P10828 whole entry, looked up): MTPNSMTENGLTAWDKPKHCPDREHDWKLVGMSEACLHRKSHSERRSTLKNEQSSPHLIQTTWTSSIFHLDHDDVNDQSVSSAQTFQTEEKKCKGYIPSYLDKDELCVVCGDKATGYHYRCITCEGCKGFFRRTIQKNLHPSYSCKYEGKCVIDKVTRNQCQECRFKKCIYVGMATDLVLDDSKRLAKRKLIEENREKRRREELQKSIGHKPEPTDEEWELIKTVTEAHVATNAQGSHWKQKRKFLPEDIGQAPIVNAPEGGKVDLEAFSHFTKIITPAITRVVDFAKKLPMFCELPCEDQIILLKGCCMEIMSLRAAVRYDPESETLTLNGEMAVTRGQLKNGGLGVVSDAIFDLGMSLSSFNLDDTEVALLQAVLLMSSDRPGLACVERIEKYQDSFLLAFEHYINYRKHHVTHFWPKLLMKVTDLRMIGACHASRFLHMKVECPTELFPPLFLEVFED
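Assay buffer: 20 mM Tris-HCl, 100 mM NaCl, 10% glycerol, 1 mM EDTA, 0.01% NP-40, 1 mM DTT, 1 uM T3, 5% DMSO; TRb LBD 0.6 uM, Texas Red SRC2 20 nM; FP after 5 hr.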
KDM4E inh: inhibitors of human JMJD2E histone demethylase; B2RXH2; JMJD2E catalytic domain, FDH-coupled NADH fluorescence (FDH is formaldehyde dehydrogenase); Potency, µM (top dose mostly 57.1 µM), for inactives: at the highest dose activity change, negative = inhibition, usual class: inhibitors; hit rate 1.6% among 230,000; AID 2147; active means well fitted inhibition curve with a large enough effect, not every such curve was filed as active; inconclusive means small, poorly fitted or top-dose-only effect, or another doubt; inactive means no such curve, though single readings can be large or run the other way;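 further: 0% = wells with enzyme and -100% = buffer wells without enzyme; nearly all actives have a fitted effect of over 50% in size; many of its hits are not listed in these tables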
LMNA splice mod: changes lamin A minigene splicing in HeLa cells; HeLa LMNA splicing GFP/RFP minigene ratio, 48 h; Potency, µM (titrated, usually from 46.1 µM), inactives show at the highest dose ratio change, negative = inhibition, usual class: inhibitors; hit rate 0.01% among 200,000; AID 1487; active means well fitted inhibition curve with a large enough effect in the signal ratio, with a control signal flat, not every such curve was filed as active; inconclusive means small, poorly fitted or top-dose-only effect, or effect the other way, or a change in a side signal; the % refers to the signal ratio; further: on the % scale 0 is the no-effect control and ±100 the full control effect
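S3 HeLa cells stably expressing lamin A-EGFP splicing minigene plus DsRed2, 600 cells/well, 48 h compound exposure at 37C. Laser-scanning cytometry; analysed as GFP (500-530 nm)/RFP (575-640 nm) total intensity ratio; 0.5% DMSO vehicle.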
RECQ1 inh: RECQ1 (human) helicase inhibition. P46063. hit rate 0.54% among 240,000. RECQ1 DNA unwinding, red fluorescence kinetic read. Potency, µM (series often up to 57.3 µM), inactives show top-dose activity, negative = inhibition, hits mostly inhibitors. AID 2549;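 further: plate controls were vehicle for no effect and no enzyme for full effect; nearly all actives have a fitted effect of over 30% in size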
Target sequence (P46063 whole entry, looked up): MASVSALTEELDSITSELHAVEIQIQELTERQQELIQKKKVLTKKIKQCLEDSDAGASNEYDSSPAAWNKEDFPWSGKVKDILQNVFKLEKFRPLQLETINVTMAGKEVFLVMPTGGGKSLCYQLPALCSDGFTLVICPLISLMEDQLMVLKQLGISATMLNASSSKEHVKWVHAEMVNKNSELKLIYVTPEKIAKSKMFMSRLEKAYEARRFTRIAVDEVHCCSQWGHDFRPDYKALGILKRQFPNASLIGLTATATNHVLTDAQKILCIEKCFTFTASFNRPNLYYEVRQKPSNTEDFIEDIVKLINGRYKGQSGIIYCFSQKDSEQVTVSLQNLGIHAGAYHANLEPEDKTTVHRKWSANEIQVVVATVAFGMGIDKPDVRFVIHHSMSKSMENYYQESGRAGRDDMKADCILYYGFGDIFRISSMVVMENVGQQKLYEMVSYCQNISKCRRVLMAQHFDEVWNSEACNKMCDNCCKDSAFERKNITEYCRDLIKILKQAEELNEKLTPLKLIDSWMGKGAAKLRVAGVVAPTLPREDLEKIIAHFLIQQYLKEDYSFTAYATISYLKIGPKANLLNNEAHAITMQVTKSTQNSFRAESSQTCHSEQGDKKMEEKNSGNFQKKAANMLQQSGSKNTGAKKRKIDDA
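RECQ1T1 50 nM; forked duplex (20 bp + 30-nt ss tails) 200 nM, ATP 2 mM final; pH 8.0, 2 mM MgCl2, 2.5 ug/ml poly(dI-dC); 15 min compound preincubation; discontinuous kinetic read over 2 h at RT.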
ALDH1A1 block: ALDH1A1 (human) enzyme inhibition. P00352. Purified ALDH1A1, NADH fluorescence, propionaldehyde substrate. Potency, µM (titrated, usually from 75.3 µM), for the others: top-dose activity, negative = inhibition, most hits filed as inhibitors. hit rate 7.3% among 220,000. AID 1030; active means well fitted inhibition curve with a large enough effect, not every such curve was filed as active; inconclusive means small, poorly fitted or top-dose-only effect, or another doubt; inactive means no such curve, though single readings can be large or run the other way;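 further: plate controls were no enzyme wells and a reference inhibitor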
The depositor's hits bear a star; i = inactive; ? = inconclusive; · = no result given; & = joins results of further samples; [ ] = dose if it differs, or a comment. Unless noted, the call rests on the fitted dose curve; in most records, active means well fitted curve in the direction sought with a large enough effect; inconclusive means small, poorly fitted or top-dose-only effect, or another doubt; inactive means no such curve, though single readings can be large; an effect the other way counts as inactive or inconclusive. Potency means the concentration at half of the fitted maximal effect. The list is partial (hit frequency here may not be typical).

#1 O=[N+]([O-])c1ccc(Cl)cc1Cl
#2 Cc1ccc(-n2c(=O)[nH]c3cc(C(=O)NC4CCN(Cc5ccccc5)CC4)ccc3c2=O)cc1
#3 COc1cccc(CN2CCCC(C(=O)N3CCCCC3)C2)c1OC (configuration not stated)
#4 COC(=O)c1ccc(CSc2cc(C)c3cc(C)cc(C)c3n2)o1
#5 COc1cc(/C=C2\SC(c3ccc(C)cc3)=NC2=O)cc(OC)c1O
#6 Cc1ccc(C)c(N2C(=O)c3ccc(C(=O)OCC(=O)c4c(N)n(C)c(=O)n(C)c4=O)cc3C2=O)c1
#7 CCCOc1ccc(/C(O)=C2\C(=O)C(=O)N(CCCN(C)C)C23C(=O)N(C)c2ccccc23)cc1 (configuration not stated)
#8 COc1cccc(OCc2nnc(SCC(=O)N3c4ccccc4Sc4ccc(Cl)cc43)o2)c1
compound no.	1	2	3	4	5	6	7	8
TexasRed fluor	2%	0%	0%	1%	-12%	-5%	1%	0%
RGS12 GoLoco inh	-1%	0%	-11%	-10%	115%[activator]	-30%	·	-5%
SMN2 splice enh	4%	-11%	-3%	-23%	27%	?	·	-32%[inhibitor]
TRb-SRC2 inh	5%	-4%	-24%	-5%	-6%	-6%	12%	1%
KDM4E inh	·	3%	?	-26%	?	7%	5%	6%
LMNA splice mod	·	14%	6%	-11%[46 µM]	?	-8%	4%	?
RECQ1 inh	-5%	i	i	2%	-18%	0%	-4%	-4%
ALDH1A1 block	-1%	2%	-5%	13µM*	?	20µM*	?	10µM*

#9 O=C(CCN1C(=O)C2CC=CCC2C1=O)N1CCN(c2ccccn2)CC1 (configuration not stated)
#10 Cc1nc(-c2ccc(Cl)cc2)sc1C1(C)CC(c2cccc([N+](=O)[O-])c2)=NO1 (configuration not stated)
#11 CC1=C(C#N)C(c2ccccc2)C2=C(N1)c1ccccc1C2=O (configuration not stated)
#12 O=C(Nc1nc2c(s1)CN(Cc1ccccc1)CC2)C1CCC1
#13 CCOC(=O)c1cn2nc(-c3ccc(OCC)cc3)cc2nc1C1CCN(C(=O)OC(C)(C)C)CC1
#14 COc1cc(C(=O)OCC(=O)Nc2cc(-c3cc(C)c(C)cc3C)nn2-c2ccccc2)cc(OC)c1OC
#15 Nc1c(C(=O)NC2CCCC2)c2nc3ccccc3nc2n1N
#16 CSCCC1Nc2ccc(S(=O)(=O)N3CCOCC3)cc2NC1=O (configuration not stated)
compound no.	9	10	11	12	13	14	15	16
TexasRed fluor	-2%	-1%	-2%	-6%	3%	2%	-3%	2%
RGS12 GoLoco inh	2%	6%	6%	37%[activator]	8%	-21%	·	9%
SMN2 splice enh	-5%	·	-50%[inhibitor]	?	-18%	-7%	·	-6%
TRb-SRC2 inh	-4%	2%	0%	-5%	-4%	-4%	-8%	10%
KDM4E inh	?	-1%	1%	-5%	8%	6%	-24%	?
LMNA splice mod	0%	·	-2%	·	14%	-6%	-4%	0%[46 µM]
RECQ1 inh	-15%	-3%	-5%	-4%	i	-4%	-6%	i
ALDH1A1 block	?	·	13µM*	?	2%	8%	-13%	?

#17 O=c1c(O)c(-c2ccc3c(c2)OCO3)oc2ccccc12
#18 O=C(CN1CCC(NC(=O)c2ccccc2F)CC1)NCc1ccc(F)cc1
#19 CC(C)(C)C(=O)NC(=S)Nc1sc2c(c1C(N)=O)CCC2
#20 Cc1ccc(C(=O)CSc2nc3ccccc3c(=O)[nH]2)cc1
#21 O=C(O)CCCCCCNS(=O)(=O)c1ccccc1
#22 O=C(N/N=C/c1ccc[nH]1)c1ccccc1O
#23 O=C(NC1=NCCS1)C1CC2CCC1C2 (configuration not stated)
#24 O=C1CCCC(=O)C1C(=O)C1CCN(S(=O)(=O)c2ccccc2)CC1
compound no.	17	18	19	20	21	22	23	24
TexasRed fluor	0%	-1%	1%	-2%	-1%	-2%	0%	0%
RGS12 GoLoco inh	4%	2%	12%	9%	-3%	14%	-5%	4%
SMN2 splice enh	14%	-1%	10µM*	2%	-13%	·	-3%	26%
TRb-SRC2 inh	-5%	2%	1%	1%	-12%	-7%	?	-5%
KDM4E inh	?	8%	-16%	0%	0%	-8%	3%	-7%
LMNA splice mod	4%	3%	?	4%	1%	?	7%	·
RECQ1 inh	-7%	-4%	7%	0%	i	3.5µM*	-7%	-17%
ALDH1A1 block	-12%	?	2µM*	2%	?	3%	-4%	8%

Profiles, quoted from the list. Order of screens: TexasRed fluor	RGS12 GoLoco inh	SMN2 splice enh	TRb-SRC2 inh	KDM4E inh	LMNA splice mod	RECQ1 inh	ALDH1A1 block
O=C(O)CCCCCCNS(=O)(=O)c1ccccc1 is listed with -1%	-3%	-13%	-12%	0%	1%	i	?
O=C(N/N=C/c1ccc[nH]1)c1ccccc1O is listed with -2%	14%	·	-7%	-8%	?	3.5µM*	3%
Cc1ccc(C(=O)CSc2nc3ccccc3c(=O)[nH]2)cc1 is listed with -2%	9%	2%	1%	0%	4%	0%	2%
O=C(NC1=NCCS1)C1CC2CCC1C2 (configuration not stated) is listed with 0%	-5%	-3%	?	3%	7%	-7%	-4%

The listing continues.
#25 CCCS(=O)(=O)N1CCCC(C(=O)c2ccccc2OC)C1 (configuration not stated)
#26 N#Cc1ccc(-c2ccc(Cl)cc2)nc1Oc1ccc(F)cc1
#27 COC(=O)Cn1nc(-c2ccccc2)c2cc(Cl)ccc21
#28 CCOc1ncccc1C(=O)OCC(=O)c1ccc[nH]1
#29 O=C(c1ccncc1)N1CCC2(CC1)CN(c1cccc(-c3ccccc3)c1)C2
#30 CCC(C)N(C(=O)COC(=O)c1[nH]c(C)c(C(C)=O)c1C)C1CCS(=O)(=O)C1 (configuration not stated)
#31 O=C(CN1C(=O)COc2ccc(S(=O)(=O)N3CCCC3)cc21)N1CCCC1
#32 CC(=O)N1c2c(cc(Br)cc2S(=O)(=O)N2CCOCC2)CC1C (configuration not stated)
compound no.	25	26	27	28	29	30	31	32
TexasRed fluor	0%	-4%	-2%	-3%	·	0%	-2%	0%
RGS12 GoLoco inh	23%	1%	6%	7%	-4%	·	5%	7%
SMN2 splice enh	·	-10%	-15%	-2%	-45%[inhibitor]	·	·	-5%
TRb-SRC2 inh	4%	2%	-3%	4%	·	-14%	-8%	-15%
KDM4E inh	-7%	?	-8%	5%	·	3%	9%	1%
LMNA splice mod	·	17%	16%	9%	·	6%	·	-11%
RECQ1 inh	14%	-5%	i	0%	i	-6%	-18%	-3%
ALDH1A1 block	?	?	7%	4%	?	17%	·	-8%

Entries 25–26, reprinted for reference:
#25 CCCS(=O)(=O)N1CCCC(C(=O)c2ccccc2OC)C1 (configuration not stated)
#26 N#Cc1ccc(-c2ccc(Cl)cc2)nc1Oc1ccc(F)cc1
compound no.	25	26
TexasRed fluor	0%	-4%
RGS12 GoLoco inh	23%	1%
SMN2 splice enh	·	-10%
TRb-SRC2 inh	4%	2%
KDM4E inh	-7%	?
LMNA splice mod	·	17%
RECQ1 inh	14%	-5%
ALDH1A1 block	?	?

The list goes on:
#33 CN(C)S(=O)(=O)c1cccc(-c2nnc(SCc3cc(Cl)cc4c3OCOC4)n2N)c1
#34 CCCn1nnc(NC(=S)NC(=O)Cc2ccccc2)n1
#35 CCCCCCCCCCCCCCCC(=O)OC(CC(=O)O)C[N+](C)(C)C (configuration not stated)
#36 CCN(CC)CCNC(=O)Cn1cnc2sc(C)c(S(=O)(=O)N3CCN(c4ncccn4)CC3)c2c1=O
#37 CCOC(=O)CN1C(=O)C2(OCCCO2)c2ccccc21
#38 CCCN(CCC)CCCNC(=O)CS(=O)Cc1nc(-c2ccc(OC)c(OC)c2)oc1C (configuration not stated)
#39 COc1ccc(N2CCN(C(CNC(=O)C(=O)NCCCn3ccnc3)c3ccco3)CC2)cc1 (configuration not stated)
#40 N=c1c(C(=O)NCc2ccco2)cc2c(=O)n3ccccc3nc2n1Cc1ccc(Cl)cc1
compound no.	33	34	35	36	37	38	39	40
TexasRed fluor	-2%	1%	-2%&-4%	1%	2%	3%	0%	2%
RGS12 GoLoco inh	14%	-10%	12%&-1%	-14%	-3%	3%	1%	89%[activator]
SMN2 splice enh	-9%	0%	-6%&-3%	-12%	-17%	1%	-20%	-44%[inhibitor]
TRb-SRC2 inh	-3%	-8%	8%&-7%	1%	2%	-2%	14%	7%
KDM4E inh	?	2%	-6%	-1%	4%	?	3%	?
LMNA splice mod	1%	·	?	21%[46 µM]	?	-10%	-20%[1.84 µM]	?
RECQ1 inh	4%	-7%	4%&1%	0%	-5%	6%	-4%	-1%
ALDH1A1 block	25µM*	?	-7%&12%	7%	8.9µM*	-8%	11%	?

#41 CN1CCN(CCNC(=O)Nc2ccccc2C(F)(F)F)CC1
#42 Cc1cc(C)c2c(N)c(S(=O)(=O)Cc3ccccc3)sc2n1
#43 CCCC[C@@H]1C[C@H]1C(NC(=O)c1cccs1)c1ccc(C(F)(F)F)cc1 (some centres not stated)
#44 CCOC(=O)c1cnn(-c2nc(SC)nc3sc4c(c23)CCCC4)c1N
#45 COc1cccc(S(=O)(=O)NCc2ccc(C(=O)Nc3ccc(Cl)cc3)cc2)c1
#46 CC1Cc2ccccc2N1C1=CC(=O)CC(C)(C)C1 (configuration not stated)
#47 Cn1nc(-c2ccccc2)c2nc3ccccc3nc21
compound no.	41	42	43	44	45	46	47
TexasRed fluor	-4%	-1%	-12%	0%	-3%	1%	-1%
RGS12 GoLoco inh	8%	5%	1%	3%	-4%	7%	11%
SMN2 splice enh	-5%	-15%	-21%	16%	-43%[inhibitor]	-16%	-8%
TRb-SRC2 inh	-14%	10%	0%	-6%	8%	-8%	0%
KDM4E inh	5%	?	-23%	-15%	-22%	-5%	8%
LMNA splice mod	-10%	3%	·	?	-11%	-23%[46 µM]	0%
RECQ1 inh	-1%	-10%	-9%	-6%	-18%	i	i
ALDH1A1 block	0%	-14%	-14%	1.1µM*	10%	-16%	13%
